Source: PubChem BioAssay
LDHA block: blocks human lactate dehydrogenase A. activity change, % (values are at about 110 or 230 µM). P00338. 480,000 compounds, 0.15% hits. purified LDHA, NADH/diaphorase-resazurin fluorescence; stronger effect = lower value; in the data active = activity change below about -30%;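 note: plate controls were DMSO wells for no effect and wells without enzyme for full effect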
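Remaining NADH was detected by diaphorase (0.133 mg/mL) converting 37 µM resazurin to fluorescent resorufin, read at 0 and 20 minutes. The preceding 5-minute room-temperature reaction used 2 nM LDHA, 0.2 mM sodium pyruvate and 0.06 mM NADH at pH 7.4.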
An asterisk follows results filed as active. Not all compounds are listed; rates above refer to the full screens.

entry	LDHA block	structure
1	-1	COc1ccc(NC(=O)COC(=O)c2nn(C)c(=O)c3ccccc23)cc1
2	17	CCCOc1ccc(C(=O)N(Cc2ccc(C(C)C)cc2)C2CCS(=O)(=O)C2)cc1 (configuration not stated)
3	3	CCCCn1nc(C(=O)Nc2ccc3nc(SC)sc3c2)c2ccccc2c1=O
4	-11	O=C(NCc1ccc(F)cc1F)[C@@H]1CCCN1C(=O)[C@@H]1CCCN1C(=O)c1ccc(Cl)cc1
5	3	Cc1cccc(C(C)C)c1NC(=O)CCc1ncc(-c2ccc(F)cc2F)o1
6	0	COc1ccc2c(C(F)(F)F)cc(SCC(=O)N3CCCC3)nc2c1
7	-1	Cc1cc(C)c2oc(=O)cc(CN3CCN(CCc4ccncc4)CC3)c2c1
8	4	COc1ccc(C2CC(=O)Oc3c2c(=O)n(C)c2ccccc32)c(OC)c1 (configuration not stated)
9	-23	Cc1cccc(OCC(=O)NC(CC(C)C)C(=O)N(C)C)c1 (configuration not stated)
10	3	N#Cc1cc([N+](=O)[O-])ccc1NC(=O)COC(=O)C1(c2ccc(F)cc2)CCCC1
11	0	Cc1c(CC(=O)NCCN2CCOCC2)c(=O)oc2c(C)c(O)ccc12
12	-6	COc1ccc(Nc2c(C3CC3)nc3nc(C)cc(C)n23)cc1
13	-1	Cc1ccc(S(=O)(=O)Oc2ccc(C3C4=C(CC(C)(C)CC4=O)OC4=C3C(=O)CC(C)(C)C4)cc2)cc1
14	10	COc1cccc(C2c3c(-c4c(C)cc(C)cc4O)n[nH]c3C(=O)N2CCCO)c1 (configuration not stated)
15	5	CC(C)C(=O)Nc1ccc2c(C(C(=O)O)N3CCN(c4cccc(Cl)c4)CC3)c[nH]c2c1 (configuration not stated)
16	5	Cc1ccc(-c2cc(C(=O)Nc3nncs3)c3ccccc3n2)cc1
17	2	Cc1nn(C)cc1-c1ccn[nH]1
18	4	NC(=O)Cn1nc(-c2cccc([N+](=O)[O-])c2)c2ccccc2c1=O
19	8	CCN1CCN(c2oc(-c3cccc(Cl)c3)nc2C#N)CC1
20	-1	O=C(Nc1ccccc1Cl)c1ccc2c(Cl)c3c(nc2c1)CCCC3
21	7	CC(C)=CCC/C(C)=C/COc1ccc2c(=O)c(-c3ccccc3)c(C)oc2c1
22	16	Cc1ccc(/C(COc2ccc3c(C)c(Cc4ccccc4)c(=O)oc3c2C)=N\O)cc1
23	-3	CN(C)CCCNC(=O)COc1ccc(-c2nn(C)c(=O)c3ccccc23)cc1
24	-1	COc1ccccc1NC(=O)CSc1cn[nH]n1
25	-20	COc1ccc(-c2cc(C(F)(F)F)nc(S(=O)(=O)CCC(=O)Nc3ccccc3F)n2)cc1
26	2	CSCCCNC(=S)Nc1cccc(Br)c1
27	4	CC(C)N(Cc1ccccc1)S(=O)(=O)c1cccc2nsnc12
28	1	CCN(CC)c1ccc(S(=O)(=O)N(CC)CC)cc1NC(=S)Nc1cccnc1
29	0	COc1cccc(Oc2coc3cc(OC(=O)c4cccc(OC)c4)ccc3c2=O)c1
30	8	Cc1csc(NC(=O)c2[nH]c3c(c2C)C(=O)CC(C)(C)C3)n1
31	10	CCN(CCO)C(=O)CCOc1ccccc1
32	1	Clc1ccc(-c2nnc3ccc(SCc4ccco4)nn23)cc1
33	0	Cc1cccc(Nc2nc3ccccc3nc2NS(=O)(=O)c2cccc(Cl)c2)c1
34	-9	COC(=O)C1=CN(c2ccc(C(C)(C)C)cc2)C(N)=C(C#N)C1c1ccccc1F (configuration not stated)
35	7	CCn1c(SCC(=O)Nc2cc3c(cc2C(C)=O)OCO3)nnc1C1CC1
36	6	O=C(NCC1CC2c3ccccc3C1c1ccccc12)c1cc[n+]([O-])cc1 (configuration not stated)
37	-13	CCCCn1nc(C(=O)NCCc2cccs2)c2ccccc2c1=O
38	7	CSc1ccc(/C=C(/C#N)C(=O)Nc2ccccc2Br)cc1
39	3	Cc1ccc(CNc2nc3ccccc3nc2NS(=O)(=O)c2ccc(F)cc2)cc1
40	6	CCCCCCn1c(COc2ccccc2F)nnc1SCc1ccc(C(C)(C)C)cc1
41	-6	COc1ccc(-c2cc3n(n2)CC(C)(C(=O)NCc2ccccc2)N(Cc2ccco2)C3=O)cc1 (configuration not stated)
42	8	COC(=O)c1cnc(/C=C/c2cccc(OC(C)C(=O)O)c2)s1 (configuration not stated)
43	8	COc1cc(CN2CCCCCC2c2ccccc2Cl)ccc1OCC(N)=O (configuration not stated)
44	7	CC(Oc1c(F)c(F)c(F)c(F)c1F)C(=O)c1c[nH]c2ccccc12 (configuration not stated)
45	10	Cn1nc(C(=O)Nc2ccccc2C(=O)NCC(F)(F)F)c2ccccc2c1=O
46	-24	CCOC(=O)c1c(C)[nH]c(-c2ccccc2)c1-c1ccccc1
47	2	CCCCCNC(=O)C(c1ccc(OC)cc1)n1c(=O)c(-c2ccco2)nc2ccccc21 (configuration not stated)
48	2	Cc1ccc(NC(=O)N2CCN(Cc3ccc(Cl)s3)CC2)cc1
49	-5	COC(=O)Cc1c(OC)ccc2cc(Br)ccc12
50	3	CCc1cccc(C)c1NC(=O)/C=C/c1cccs1
51	2	O=C(CCC1CCCCC1)NCC1CC2c3ccccc3C1c1ccccc12 (configuration not stated)
52	4	Cc1cc(C)n2c(Nc3ccc4c(c3)OCCO4)c(-c3ccc(F)cc3)nc2n1
53	-3	CCC1Oc2nc(SC)nnc2-c2ccccc2N1C(C)=O (configuration not stated)
54	6	Cc1ccc(C(=O)Nc2ccc(Cl)c(C(F)(F)F)c2)c(Cl)c1
55	10	N#Cc1c(NC(=O)c2ccnn2C(F)F)sc2c1CCC2
56	2	CCN1C(=O)CCc2cc(NS(=O)(=O)c3c(C)cc(C)cc3C)ccc21
57	12	COc1ccc(-c2cc(NC(=O)c3c(C)noc3C(C)C)ccc2OC(F)F)cc1
58	10	Cc1cccc(OCCN)c1
59	-5	N#CC1=C(NC(=O)c2ccccc2)CCC(C#N)(c2ccccc2)C1 (configuration not stated)
60	-7	COc1ccc2oc(=O)c(-c3csc(Nc4ccc(Cl)cc4)n3)cc2c1

Part of the list above in order of SMILES length, low to high:
entry	LDHA block	structure
42	8	COC(=O)c1cnc(/C=C/c2cccc(OC(C)C(=O)O)c2)s1 (configuration not stated)
5	3	Cc1cccc(C(C)C)c1NC(=O)CCc1ncc(-c2ccc(F)cc2F)o1
28	1	CCN(CC)c1ccc(S(=O)(=O)N(CC)CC)cc1NC(=S)Nc1cccnc1
4	-11	O=C(NCc1ccc(F)cc1F)[C@@H]1CCCN1C(=O)[C@@H]1CCCN1C(=O)c1ccc(Cl)cc1

Some of these compounds in order of the LDHA block value, lowest first:
entry	LDHA block	structure
51	2	O=C(CCC1CCCCC1)NCC1CC2c3ccccc3C1c1ccccc12 (configuration not stated)
44	7	CC(Oc1c(F)c(F)c(F)c(F)c1F)C(=O)c1c[nH]c2ccccc12 (configuration not stated)
55	10	N#Cc1c(NC(=O)c2ccnn2C(F)F)sc2c1CCC2

(cont.)
entry	LDHA block	structure
61	-1	Cc1ccc(S(=O)(=O)N2CCN(C(=O)CCn3ccc4ccccc43)CC2)cc1
62	12	NS(=O)(=O)c1ccc(NC(=O)c2cc(-c3cccc4ccccc34)n[nH]2)cc1
63	-6	CCCn1nc(C(=O)N(CC)CC2CCOC2)c2ccccc2c1=O (configuration not stated)
64	-8	N#Cc1ccc(NC(=O)COC(=O)c2nc(-c3ccccc3)n(-c3ccccc3)n2)cc1
65	0	CCCN(CCC)CC1=C(C(=O)OCC)C(c2ccc(C)cc2)NC(=O)N1 (configuration not stated)
66	-6	COc1ccccc1NC(=O)c1ncoc1-c1cccc(C)c1
67	-2	COc1cccc(-c2ccc(-c3noc(-c4ccccc4OC)n3)c(OC)n2)c1
68	11	O=C(Nc1c(-c2ccc(F)cc2)nc2sccn12)c1cccc(S(=O)(=O)N2CCOCC2)c1
69	-7	CCOc1ccc(OCC(O)Cn2c(C)cc(=O)n3ncnc23)cc1 (configuration not stated)
70	3	CC(NC(=O)CSc1nc2nc[nH]c2c(=O)[nH]1)c1ccccc1 (configuration not stated)
71	-6	COc1ccc(-c2c(C)oc3cc(OCC(=O)N4CCC(C(N)=O)CC4)ccc3c2=O)cc1
72	1	CC(Sc1nnc(Nc2cccc(Cl)c2)s1)C(=O)N(C)c1ccccc1 (configuration not stated)
73	6	CC(NC(=O)c1ccccc1F)C(C)(C)C (configuration not stated)
74	-1	Cc1ccc(Cl)cc1NS(=O)(=O)c1cc(-c2ccno2)oc1C
75	0	COc1ccc(C(=O)N/C(=C\c2ccc(-c3cccc(C(F)(F)F)c3)o2)C(=O)NC(C)(C)C)cc1
76	1	CC(C)OCc1ccccc1CNS(=O)(=O)c1ccc(F)cc1
77	-7	COc1cccc(C(=O)Nc2ccc3oc(-c4ccc(OC)c(Cl)c4)nc3c2)c1
78	0	CO[C@H]1CN(C)C(=O)c2cc(NC(=O)c3ccccc3)ccc2OC[C@H](C)NC[C@@H]1C
79	3	CCN(CC)C(=S)Sc1ccc([N+](=O)[O-])cc1
80	1	COC(=O)c1ccc2nc(-c3ccc(Cl)cc3)c(Cc3ccc(OC)cc3C)n2c1
81	10	CN(C)S(=O)(=O)N(CC(=O)N1CCN(c2ccccc2)CC1)c1ccc(F)cc1
82	7	O=c1oc2ccc(Cl)cc2cc1-c1nc(-c2ccccc2)cs1
83	-3	CC(=O)NNC(=S)Nc1ccc(F)cc1F
84	-3	FC(F)(F)c1ccc(Cl)c(N/N=C/c2cccc(Br)c2)c1
85	3	Cc1ccc(C)c(C(NC(=O)C2CC2)c2cccnc2)c1 (configuration not stated)
86	0	Cc1ccc(Oc2ccccc2NC(=O)Cn2nc(C(N)=O)c3ccccc3c2=O)cc1
87	4	Clc1ccc(Oc2cc(-c3nc4ccccc4s3)c3ccccc3n2)cc1
88	-1	COc1ccc(CNC(=O)C(C)OC(=O)c2cc(Cl)c[nH]2)cc1 (configuration not stated)
89	3	Oc1cccc(Oc2ccccc2)c1
90	-7	Cc1ccc(S(=O)(=O)NC(C)C(=O)OCc2coc(-c3cccs3)n2)cc1 (configuration not stated)

Single entries from above.
Cc1cccc(C(C)C)c1NC(=O)CCc1ncc(-c2ccc(F)cc2F)o1 | LDHA block: 3
Cc1ccc(C(=O)Nc2ccc(Cl)c(C(F)(F)F)c2)c(Cl)c1 | LDHA block: 6
COc1ccc(-c2cc3n(n2)CC(C)(C(=O)NCc2ccccc2)N(Cc2ccco2)C3=O)cc1 (configuration not stated) | LDHA block: -6

Molecules from the list above with a cyano group (seven):
entry	LDHA block	structure
10	3	N#Cc1cc([N+](=O)[O-])ccc1NC(=O)COC(=O)C1(c2ccc(F)cc2)CCCC1
19	8	CCN1CCN(c2oc(-c3cccc(Cl)c3)nc2C#N)CC1
34	-9	COC(=O)C1=CN(c2ccc(C(C)(C)C)cc2)C(N)=C(C#N)C1c1ccccc1F (configuration not stated)
38	7	CSc1ccc(/C=C(/C#N)C(=O)Nc2ccccc2Br)cc1
55	10	N#Cc1c(NC(=O)c2ccnn2C(F)F)sc2c1CCC2
59	-5	N#CC1=C(NC(=O)c2ccccc2)CCC(C#N)(c2ccccc2)C1 (configuration not stated)
64	-8	N#Cc1ccc(NC(=O)COC(=O)c2nc(-c3ccccc3)n(-c3ccccc3)n2)cc1

Next compounds follow.
entry	LDHA block	structure
91	5	CC(NC(=O)C1CCN(c2ccc(C#N)cn2)CC1)c1ccc(Cl)cc1Cl (configuration not stated)
92	3	COc1ccc(N2C(=O)CN(Cc3ccc4c(c3)OCO4)[C@H]3CS(=O)(=O)C[C@H]32)cc1Cl
93	3	NNc1ccccc1[N+](=O)[O-]
94	2	Cc1ccc(CN(C)Cc2ccc(C#N)cc2)o1
95	0	CCC(=O)Nc1ccc(-c2nc3ccccc3o2)cc1
96	4	Cc1cccc(OC(=O)c2ccc(-c3ccccc3)cc2)c1
97	-2	Cn1c(-c2ccc3ccccc3c2)cc2ccccc21
98	0	O=C(NCc1cccc(Cl)c1)c1cccc2c1C(=O)N(C1CCCCC1)C2
99	0	O=C(NCCCc1ccccc1)c1cccc2cccnc12
100	3	Cc1cc(C)nc(Nc2ncc(O)n2-c2ccc(Cl)cc2)n1
101	0	CCn1c(-n2nc(C)c(C)c2C)nc2c1c(=O)n(CC(=O)C(C)(C)C)c(=O)n2C
102	-16	COc1ccccc1CNC(=O)CN(c1ccccc1)S(=O)(=O)N(C)C
103	-4	CC(=O)c1ccc(NC(=O)COC(=O)c2cc(C)nc3ccccc23)cc1
104	-5	COC(=O)c1c(NC(=O)C2CCCCC2)sc(C(=O)N(C)C)c1C
105	10	CCc1nc(C)c(C(=O)O)s1
106	0	Cc1cc(C(=O)N/N=C/c2ccc(C(C)C)cc2)c2ccccc2n1
